# hcDAF-12 act – activators of H. contortus DAF-12 nuclear receptor; HEK293 hcDAF-12 lit1-tk-luc reporter, luminescence; 0% DMSO, 100% Δ7-dafachronic acid; activation, % at 6.8 µM; actives 1.4% (n = 370,000); AID 652067;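 active = activation above the mean of all tested compounds plus 3 SD, cut at about 5.5% in these data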;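 also: 100% = response to 3 µM Δ7-dafachronic acid high control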
# SMARCA2 activ – increases SMARCA2 function in MMTV reporter cells. MG213 cells, MMTV-luciferase reporter, dexamethasone, overnight. activation, % at 9.1 µM. actives 1% (n = 370,000); in the data active = activation above about 7.8%;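 also: 0% = vehicle wells and 100% = reference activator wells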
# hgDAF-12 ag – hgDAF-12 agonism, primary luciferase screen. HEK293 GAL4-hgDAF12 UAS-luciferase reporter, agonist luminescence; normalized to butyrate control. activation, % at 6.8 µM. actives 1.8% (n = 370,000). AID 687014;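 active = activation above a cutoff set at the mean of all screened compounds plus 3 SD, cut at about 10% in these data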;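 also: 0% = DMSO wells and 100% = sodium butyrate wells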
# FXN GAA850 act – increases GAA850 frataxin promoter reporter activity; HEK293 lucGAA850 FXN promoter luciferase reporter, 24 h; percent of 10 µM SAHA response; actives 0.56% (n = 360,000); activation, % at 6 µM;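 active = activation above the average of all compounds screened plus 3 SD, cutoff fixed separately per campaign, cut at about 7.5% in these data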;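 also: 0% = DMSO wells and 100% = 10 µM SAHA wells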
# DAX1 inh-1 – inhibitors of human orphan nuclear receptor DAX1 (NR0B1); P51843; HEK293 Gal4-DAX1 luciferase reporter, luminescence; inhibition, % at 6.75 µM; actives 0.99% (n = 340,000); AID 504766;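 active = inhibition above the mean over all tested compounds plus 3 SD, cut at about 4.2% in these data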;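 also: 0% = DAX1-transfected cells with DMSO and 100% = empty-vector control cells with DMSO; inhibition shows as a rise in luminescence from relieved DAX1 repression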
# DAX1 inh-2 – DAX1 (NR0B1) inhibition, primary screen | HEK293T StAR-luciferase reporter, SF-1/DAX-1 repression relief | inhibition, % at 6.8 µM | actives 1.1% (n = 370,000) | AID 652010;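 active = inhibition above the mean over all tested compounds plus 3 SD, cut at about 3.6% in these data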;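 also: 0% = DAX-1 cells with DMSO and 100% = cells lacking DAX-1 with DMSO; higher inhibition means more luminescence from relief of DAX-1 repression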
# ssDAF12 agonist – activators of S. stercoralis DAF-12 nuclear receptor; HEK293 ssDAF-12/GRIP1 lit1-tk-luc reporter, luminescence; % of 3 µM dafachronic acid response; activation, % at 6.8 µM; actives 1% (n = 370,000);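 active = activation above the mean over all tested compounds plus 3 SD, cut at about 0.9% in these data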;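 also: 0% = DMSO-only wells and 100% = 3 µM delta7-dafachronic acid wells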
# HGIII-sPLA2 inh – Blocks human group III sPLA2 activity | actives 0.56% (n = 370,000) | inhibition, % at 12.2 µM | QFRET BODIPY PC-A2 liposome hydrolysis, fluorescence;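 active = inhibition above mean plus 3 SD of compounds lying within the high and low control bounds, cut at about 19% in these data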;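 also: 0% = median of test compound wells and 100% = no enzyme DMSO wells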
# ADAM10 inh – inhibits human ADAM10 | O14672 | recombinant ADAM10, EDANS/DABCYL FRET peptide cleavage, 3 h | inhibition, % at 7 µM | actives 0.62% (n = 370,000) | AID 720582;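 active = inhibition above a per-campaign cutoff equal to the mean of compounds falling between control-based bounds plus 3 SD, cut at about 20% in these data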;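 also: 0% = DMSO wells while the 100% control is not disclosed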
# NPR1 activator – GC-A (human) enzyme activation; P16066; HEK293 GC-A cells, cGMP TR-FRET, EC30 ANP; 0% at EC30 ANP, 100% saturating ANP; activation, % at 10 µM; actives 0.14% (n = 370,000); AID 1671463; in the data active = activation above about 40%
# GC-B act – GC-B (human) receptor activation. actives 0.11% (n = 370,000). HEK293-GC-B cells, CNP EC30, cGMP TR-FRET; 0% at EC30 CNP, 100% saturating CNP. activation, % at 10 µM;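 active = activation at 10 µM reaching about 35% in either raw or pattern-adjusted values, limit read from the data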
# Target sequence (P20594 whole entry, looked up): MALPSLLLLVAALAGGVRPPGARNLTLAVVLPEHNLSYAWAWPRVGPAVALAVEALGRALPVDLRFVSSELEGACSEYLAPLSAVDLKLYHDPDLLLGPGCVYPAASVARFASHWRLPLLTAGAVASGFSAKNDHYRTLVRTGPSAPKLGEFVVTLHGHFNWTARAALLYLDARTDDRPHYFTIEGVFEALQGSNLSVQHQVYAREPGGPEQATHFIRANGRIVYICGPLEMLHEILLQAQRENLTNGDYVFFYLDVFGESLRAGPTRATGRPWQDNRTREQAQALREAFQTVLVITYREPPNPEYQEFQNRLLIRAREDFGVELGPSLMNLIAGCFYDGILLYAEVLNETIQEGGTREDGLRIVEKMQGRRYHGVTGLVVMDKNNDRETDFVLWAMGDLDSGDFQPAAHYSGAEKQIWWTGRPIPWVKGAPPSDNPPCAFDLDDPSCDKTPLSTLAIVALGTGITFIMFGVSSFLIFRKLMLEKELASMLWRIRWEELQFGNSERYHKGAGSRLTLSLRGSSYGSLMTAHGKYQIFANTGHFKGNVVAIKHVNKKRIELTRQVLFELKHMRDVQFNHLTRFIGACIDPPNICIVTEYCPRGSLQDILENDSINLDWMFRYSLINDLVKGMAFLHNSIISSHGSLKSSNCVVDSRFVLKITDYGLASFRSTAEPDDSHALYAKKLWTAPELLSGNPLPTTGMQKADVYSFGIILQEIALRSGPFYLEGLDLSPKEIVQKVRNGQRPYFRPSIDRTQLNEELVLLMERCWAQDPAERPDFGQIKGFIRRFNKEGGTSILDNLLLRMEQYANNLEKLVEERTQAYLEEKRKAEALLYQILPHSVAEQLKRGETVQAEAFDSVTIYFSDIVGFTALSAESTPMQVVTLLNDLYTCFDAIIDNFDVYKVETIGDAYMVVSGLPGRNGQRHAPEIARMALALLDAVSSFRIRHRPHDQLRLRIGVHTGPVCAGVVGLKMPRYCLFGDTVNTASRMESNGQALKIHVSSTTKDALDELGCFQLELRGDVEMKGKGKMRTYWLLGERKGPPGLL
# An asterisk follows results filed as active; . = no result given.
Structure	hcDAF-12 act	SMARCA2 activ	hgDAF-12 ag	FXN GAA850 act	DAX1 inh-1	DAX1 inh-2	ssDAF12 agonist	HGIII-sPLA2 inh	ADAM10 inh	NPR1 activator	GC-B act
COC(=O)C1(C)CCc2cc(OC)ccc2C1=O (stereo unspecified)	-3.0	-1	2.1	1.2	0.9	0.0	-0.7	12	-5	-2	-11
CCc1ccc(-c2cc3c(=O)n(CC(=O)NCCCN4CCC(Cc5ccccc5)CC4)nc(C)n3n2)cc1	4.1	10*	2.3	0.6	-0.2	0.2	-0.1	-21	7	-1	-13
Cn1c(N2CCN(S(=O)(=O)c3ccc(Cl)cc3)CC2)nc2ccccc21	1.3	-4	-1.5	-0.5	0.2	0.6	-1.8	0	-3	-6	-2
O=C(C[C@@H]1C/C=C\C[C@H](NC(=O)OCC2c3ccccc3-c3ccccc32)C(=O)OC[C@H]2CCCN2C1=O)N[C@@H](CO)Cc1ccccc1	-0.5	-4	2.5	-5.8	-1.1	-1.2	-0.9	-13	-11	0	2
O=C(NC(=O)c1ccccc1)Nc1ccc(-c2cnco2)cc1	-2.2	5	3.0	3.1	.	0.3	-0.8	0	-8	-3	-6
O=C(NCCC(c1ccccc1)c1ccccc1)c1cnccn1	-2.5	0	0.9	3.6	-0.2	-0.1	-1.2	-6	6	-3	-6
C=CCn1c(O)c(CN2CCN(Cc3ccccc3)CC2)c(C)c(C#N)c1=O	0.2	3	1.6	-0.3	1.4	0.2	-1.3	-6	-44	-1	-7
COCCNC(=O)CCCn1c(=O)c2cc(OC)c(OC)cc2n(CC(=O)NCCC2=CCCCC2)c1=O	-2.0	-1	0.8	0.1	-0.2	-0.8	-1.4	2	-19	-1	-6
CCC1CCC(C(=O)NNC(=O)OC)CC1 (stereo unspecified)	-0.3	0	1.7	-0.5	0.8	0.0	-1.3	14	2	0	-4
O=C(NCCc1c[nH]c2ccccc12)C1Cc2ccccc2CN1C(=O)c1ccco1 (stereo unspecified)	1.0	-1	-0.3	-0.9	2.6	0.1	-0.4	-27	3	-6	-2
CCC(C)(C)NC(=O)CN(C(=O)CNS(=O)(=O)c1ccc(C)cc1)c1ccc2c(c1)OCCO2	-2.4	-1	1.4	-0.8	0.5	-0.6	-1.3	-7	1	-1	-4
CN(C(=O)COC(=O)C1CCN(S(=O)(=O)c2c(Cl)cccc2Cl)CC1)C1CCS(=O)(=O)C1 (stereo unspecified)	-1.2	-1	2.6	0.3	1.3	0.4	-0.8	4	-8	1	-4
O=C(Nc1ccccc1)Nc1ccccc1C(=O)NCC1CC1	-1.0	-4	-2.6	0.1	1.9	0.2	-0.9	3	-4	-1	0
COc1ccc(CNC(=O)c2ccc3c(c2)NC(=O)C(C)S3)cc1 (stereo unspecified)	3.0	-2	0.9	5.7	1.9	0.5	-0.9	9	-19	6	5
Brc1cc(Cc2nnc(-c3ccccc3)o2)c(Br)s1	1.2	5	2.6	0.7	1.5	-0.2	-1.4	-10	-1	-13	-13
O=C(c1ccccc1)c1ccc(C(=O)O)c(C(=O)O)c1	-1.1	3	0.7	2.7	-1.2	0.4	-1.3	6	-10	3	2
CC[C@H](C)[C@H](NC(N)=O)C(=O)Nc1ccc(S(=O)(=O)NC(C)C)cc1	1.0	3	-1.0	-1.9	0.6	0.5	-0.6	0	2	-2	3
O=C(NN=C1CCCC1)c1ccccc1O	0.0	2	11*	3.3	2.8	0.2	-0.4	-4	-5	-3	-10
Cn1nnnc1SCC(=O)NCc1cccs1	-1.4	0	0.8	0.8	-0.5	-0.2	-0.8	-2	-7	3	3
CCOC(=O)c1c(NC(=O)COC(=O)CCNS(=O)(=O)c2ccccc2)sc(C(=O)NC)c1C	-2.5	-2	-1.7	-2.3	-0.6	1.2	-1.1	7	-8	-1	-5

# Ordered by value in GC-B act (smallest number first): 3 from the list above
canonical_smiles	hcDAF-12 act	SMARCA2 activ	DAX1 inh-1	DAX1 inh-2	ssDAF12 agonist	HGIII-sPLA2 inh	ADAM10 inh	NPR1 activator	GC-B act
COCCNC(=O)CCCn1c(=O)c2cc(OC)c(OC)cc2n(CC(=O)NCCC2=CCCCC2)c1=O	-2.0	-1	-0.2	-0.8	-1.4	2	-19	-1	-6
O=C(C[C@@H]1C/C=C\C[C@H](NC(=O)OCC2c3ccccc3-c3ccccc32)C(=O)OC[C@H]2CCCN2C1=O)N[C@@H](CO)Cc1ccccc1	-0.5	-4	-1.1	-1.2	-0.9	-13	-11	0	2
CC[C@H](C)[C@H](NC(N)=O)C(=O)Nc1ccc(S(=O)(=O)NC(C)C)cc1	1.0	3	0.6	0.5	-0.6	0	2	-2	3

# Other records
Structure	hcDAF-12 act	SMARCA2 activ	hgDAF-12 ag	FXN GAA850 act	DAX1 inh-1	DAX1 inh-2	ssDAF12 agonist	HGIII-sPLA2 inh	ADAM10 inh	NPR1 activator	GC-B act
CC1CCN(CCCNC(=O)C2CCN(S(=O)(=O)N3CCC4(CC3)OCCO4)CC2)CC1	-0.6	-6	0.9	-0.3	-0.1	0.3	-0.7	6	10	2	-1
CC(/C=C/C=C/c1ccccc1)=N/NC(=O)c1ccc2c(c1)OCCO2	3.4	5	4.4	2.0	-0.1	1.1	1.2*	1	1	0	-2
CNCCOc1ccccc1OC(C)C	0.0	-6	-3.4	1.3	-0.4	0.1	-1.0	8	7	0	2
COc1cccc(CNC(=O)c2ccc(C)c(S(=O)(=O)N3CCCCC3)c2)c1	-1.2	-2	-2.9	-1.6	-1.9	-3.6	-1.9	-5	5	1	2
O=C(CSc1ccccc1C(=O)O)c1ccccc1	1.7	0	5.0	1.6	1.5	0.3	-0.7	-4	-7	1	3
CCOC(=O)c1cccc(NC(=O)/C(=C\c2ccccc2)NC(=O)c2ccccc2Cl)c1	-2.7	-3	-1.7	-4.0	-0.6	-1.8	-2.0	12	-20	-7	1
CCn1cc(C(=O)NCc2ccco2)c(=O)c2cc(S(=O)(=O)N3CC(C)CC(C)C3)ccc21 (stereo unspecified)	-2.6	-1	2.8	0.8	0.6	-0.5	-2.1	-3	3	3	1
C[C@H]1CN(c2ccccc2)C(=O)[C@@H]1CC(=O)Nc1ccc(Br)cc1	0.3	-5	3.4	1.0	1.5	0.2	-1.5	-6	7	0	-2
COc1cccc(Cn2nc3c4cc(F)ccc4n(Cc4ccc(F)cc4)cc-3c2=O)c1	1.1	1	-1.3	-0.9	-1.3	0.1	0.2	2	-5	-2	-5
CCN(C(=O)COC(=O)/C=C/c1ccccc1[N+](=O)[O-])C1CCS(=O)(=O)C1 (stereo unspecified)	3.3	1	0.1	-0.1	-0.4	2.0	-0.4	3	5	-1	4
O=C(CCNS(=O)(=O)c1ccc2c(c1)CCC(=O)N2)Nc1ccc(F)c(F)c1	-1.4	-2	0.4	-1.7	0.8	0.4	-1.0	0	1	3	-2
O=C(NC(C(=O)c1ccccc1)N1CCCCCC1)c1ccco1 (stereo unspecified)	-2.0	3	1.9	0.3	1.1	0.1	-0.1	6	1	-4	0
CCCC1CCc2c(c3ccccc3[nH]c2=O)O1 (stereo unspecified)	-1.0	-1	-1.6	0.0	-0.5	-0.4	-0.9	-15	-13	8	-2
CN(C)c1nc(OCc2ccccc2)c2ncc(=O)[nH]c2n1	-0.7	-2	1.1	1.9	0.7	0.3	-2.0	5	-151	1	-7
CCC(COC)NC(=O)c1ccc(OC)c(OC2CCN(C(C)=O)CC2)c1 (stereo unspecified)	-1.0	7	-1.3	1.8	0.2	0.5	-1.6	-3	2	3	4
N#Cc1cn(CC(=O)N2CCc3ccccc3C2)c2ccccc12	0.2	-3	-0.8	-1.7	-0.4	0.5	-1.0	-2	5	0	-17
CC1(C(=O)Nc2cnc3ccccc3c2)CCN1C(=O)c1ccccc1CCc1ccccc1 (stereo unspecified)	-1.1	-1	-2.5	1.0	.	-0.6	-1.4	-7	6	0	-1
CC1(c2ccc(Cl)cc2)NC(=O)N(CC(=O)NCc2cccs2)C1=O (stereo unspecified)	1.3	3	2.9	3.0	0.1	-0.3	-1.2	2	2	4	-12
CCC(=O)N1CCc2cc(S(=O)(=O)CCC(=O)NCc3ccc(OC)cc3)ccc21	-2.7	-2	-0.9	0.4	0.0	-1.7	-1.1	9	-3	1	-3
CC(=O)Oc1cc2c(C(=O)NCCCN3CCOCC3)c(C)oc2c2ccccc12	-2.0	0	-2.5	0.4	1.6	-0.2	-1.3	-6	6	16	3
COc1ccc(CNC(=O)c2ccc(NS(=O)(=O)c3ccc4[nH]c(=O)[nH]c4c3)cc2)cc1OC	-0.5	1	-2.2	0.6	1.3	-1.1	-0.9	2	-2	2	-7
O=C(Nc1cc(Cl)ccc1-n1cncn1)c1cc(F)cc(F)c1	3.5	-1	0.7	2.1	0.3	-1.9	0.2	6	-8	-2	0
Cc1ccc(C(=O)N/C(=C\c2cccnc2)C(=O)N2CCCC2)cc1	0.0	0	0.2	-1.1	-0.3	-0.3	-0.9	7	6	1	3
CNc1nc(=S)[nH]c2ccccc12	-1.5	-1	0.6	0.3	0.4	0.3	-0.5	-2	6	4	2
Cc1ccccc1CN1C(=O)CS/C1=N/N=C/c1ccco1	-2.4	-5	0.6	0.1	-0.1	-0.2	-0.6	4	2	0	4
COc1cccc(Nc2ncnc3sc(C)cc23)c1	0.6	4	6.4	4.1	0.5	0.8	-0.5	2	0	0	-3
NC(=O)CN(c1ccccc1)C1SC(=O)N(Cc2ccccc2)C1=O (stereo unspecified)	1.6	0	0.6	1.2	-0.3	-0.2	-1.5	5	1	-1	3
Cc1csc(=N)n1CC(=O)N1CCc2ccccc21	0.4	-1	-0.7	-1.5	0.5	0.8	-1.0	1	5	4	0
Cc1ccc(NC(=O)C(C)N2C(=O)c3ccccc3C2=O)cc1 (stereo unspecified)	-1.3	-1	4.4	-2.3	3.8	-0.2	-1.4	8	-5	2	15
CC(=NNC(=O)C(C)SC(C)C(=O)NN=C(C)c1cccnc1)c1cccnc1 (stereo unspecified)	-0.2	1	-1.5	0.7	1.9	-2.6	-0.9	-6	-12	0	3
CCCn1c(SCC(=O)Nc2cc(Cl)ccc2OC)nc(O)cc1=O	1.5	-1	-3.0	-0.9	-0.2	2.0	-0.2	2	2	-3	1
CCc1nn(-c2ccccc2)c(N)c1C#N	-1.3	-4	0.1	1.7	1.0	-0.4	-1.0	7	8	0	-1
N=c1ccn(Cc2cccc(F)c2)cc1	-0.1	-4	-2.3	-1.0	.	0.6	-1.2	-2	-2	2	-5
O=C(COc1ccccc1)Nc1ncccn1	0.4	-2	3.0	1.3	0.1	0.0	-1.6	-4	-1	0	4
O=[N+]([O-])c1ccc(Nc2ccc3ccccc3c2)nc1	3.4	6	11*	7.3	1.4	-0.9	-0.9	0	5	3	-6
CC1NC(=O)c2cccnc2-n2c1nc1cc(F)ccc1c2=O (stereo unspecified)	-0.7	0	-1.2	-1.2	0.4	0.6	-0.9	-1	-6	-1	2
Oc1ccccc1-c1nc2ccccc2nc1-c1ccccc1	-2.2	-3	-2.1	2.2	-2.3	-0.2	-1.1	-10	5	-17	-12
CCc1cccc(Nc2cc(C)nc3ncnn23)c1	-2.9	-2	-0.3	-0.3	2.9	1.5	-1.3	-1	-11	3	5
O=C(O)CCC(=O)Nc1ccc(S(=O)(=O)Nc2nccs2)cc1	1.4	-3	3.2	1.7	0.0	1.0	-0.6	-2	10	-1	3

# Screening results from PubChem.
